# bCat nuc transl: modulators of beta-catenin nuclear translocation, primary screen, imaging, HeLa cells, immunofluorescence, high-content | actives 0.3% (n = 190,000) | AID 1665, 2009 | nuclear translocation activity, % at 5 µM;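 active = nuclear translocation activity above 50% at 5 µM, with a well cell count of 50 or more; inconclusive = wells under 50 cells across six images, flagged as toxic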;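 also: per-cell ratio of nuclear to cytoplasmic median beta-catenin stain intensity; plate controls were DMSO negative control for no effect and GSK-3 inhibitor IX positive control for full effect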
#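 System: HeLa cells, endogenous beta-catenin; compound dosing: 5 µM primary single dose, 0.1% DMSO, 0.02–20 µM confirmation series; incubation: 24 h compound exposure at 37°C, 5% CO2; signal: beta-catenin immunofluorescence imaging with DAPI; evaluation: % activation, nuclear-to-cytoplasmic median beta-catenin signal ratio per cell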
# WT yeast gro inh: growth inhibition of WT strain, primary screen, mitochondrial fusion inhibitor project, WT and mutant strains, chemical genetic | mitochondrial fusion phenotypic screen | inhibition, % at 10 µM | actives 2.1% (n = 190,000); in the data active = inhibition above about 58%; tested in S. cerevisiae
# MT stabilize HCS: microtubule stabilizers in HeLa cells, primary screen, imaging, high-content imaging | % tubulin-high responders, % at 10 µM | HeLa tubulin immunostaining HCS, 24 h; share of cells brighter than vehicle mean+2SD | actives 0.83% (n = 200,000);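 active = plate Z-score above 3 for both tubulin-high and condensed-nucleus cell shares, with cell loss under 80%, at 10 µM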;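 also: anti alpha tubulin signal scored within the nucleus-defined area of each cell; some results filed as inactive read as strong as hits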
# Dynein transport: inhibitors of GR-EGFP nuclear translocation, primary screen, dynein cargo transport inhibitor project, imaging, high-content, 3617.4 mouse cells; z-score, hits read low; test concentration mostly 20 µM; stimulated with dexamethasone, 1 µM; stronger effect = lower value; actives 0.47% (n = 220,000);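 active = plate z-score of nuclear minus cytoplasmic receptor signal below a set negative limit, without overly bright fluorescence or cell loss, cut at about -3.5 in these data, passing the limit was not always enough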;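 also: z-score of nuclear minus cytoplasmic ring GR-EGFP intensity difference per well; some compounds called inactive have numbers as strong as hits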
#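 Buffer or medium: Induction medium lacking tetracycline, stripped serum | Also added: Dexamethasone agonist, 1.0 µM final, for 30 min | Timing: 48 h induction, 1 h compound, 30 min dex at 37 °C | Detection: Formaldehyde fixation, Hoechst nuclear stain, 10x automated fluorescence imaging | Measure: Nuclear versus cytoplasmic GR-EGFP signal, averaged per well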
# Yfh1-depleted yeast: enhancers of respiration in Yfh1-depleted yeast, dose response, Friedreich's ataxia, plus single-dose screen (AID 1465) | S. cerevisiae Yfh1-off respiration, WST-1 reduction, 72 h; higher fold induction means a stronger effect | fold induction at 50 µM, or EC50 in µM where a hit was titrated | actives 0.074% (n = 220,000);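 active = fold induction of absorbance versus untreated yeast above a set limit, then at least 30% activation at any dose in follow-up; inconclusive = repeats straddling the limit, or above it without dose testing; inactive = fold induction below the set limit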;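 also: activators that raise dye reduction in frataxin-depleted yeast; strong numbers were not always called active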
# Insulin prom up: insulin promoter activators in MIN6 cells, imaging, high-content screening, mouse beta cells. MIN6 insulin promoter-GFP reporter; stronger effect = higher value. z-score at 5 µM. actives 0.3% (n = 190,000). AID 1625, 2009;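 active = z-score above 3 at 5 µM with at least 500 cells counted in the well; inconclusive = wells under 500 cells, flagged as cytotoxic or low count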
# human PMI inhibitors: human PMI inhibitors, high substrate, primary screen, biochemical, fluorescence intensity, high mannose 6-phosphate (AID 1220); actives 0.66% (n = 190,000); Mannose-6-phosphate isomerase (Homo sapiens); recombinant PMI enzyme, coupled fluorescence intensity; higher % means a stronger effect; inhibition, % at 20 µM, or IC50 in µM where a hit was titrated
# Autophagy mod: autophagy modulators in MEF cells, primary screen, imaging, high-content, MEF GFP-LC3; MEF GFP-LC3 puncta imaging; test concentration mostly 10 µM; calls only at 10 µM (by protocol); actives 0.98% (n = 190,000); AID 463193, 2010;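 active = percentage of spot-positive cells more than 3 SD above its plate mean, without a fluorescence outlier flag or 80% toxicity; inconclusive = no clear call, values can overlap the other calls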;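 also: spot-positive cell cutoff set from DMSO-treated cells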
# human PMI inhibition: inhibitors of human PMI, primary screen, biochemical, fluorescence intensity, coupled assay (AID 1209). Mannose-6-phosphate isomerase (Homo sapiens). purified PMI enzyme, coupled fluorescence intensity; higher % means a stronger effect. inhibition, % at 20 µM; hits with a dose series show IC50 in µM. actives 0.42% (n = 190,000);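 also: plate controls were DMSO vehicle for no effect and wells lacking substrate for full effect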
# WT yeast gro inh mutant strain: recorded beside WT yeast gro inh, whose call it bears; inhibition, %; mitochondrial fusion phenotypic screen, mutant strain inhibition
# Dynein transport cytoplasmic EGFP: second read-out of Dynein transport, no call of its own (marks repeat the call); z-score; measured here: cytoplasmic GR-EGFP intensity; stronger effect = higher value
# Dynein transport nuclear GR-EGFP: second read-out of Dynein transport, no call of its own (marks repeat the call); z-score; measured here: nuclear GR-EGFP intensity;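 lower value marks the stronger effect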
# Dynein transport cell count: second read-out of Dynein transport, no call of its own (marks repeat the call); z-score; measured here: cell count per field
# Insulin prom up cell count: also measured in Insulin prom up; calls as there; cell count; measured here: cytotoxicity, nuclei count;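 total cells summed across four imaged fields per well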
# bCat nuc transl cell count 5 µM: second read-out of bCat nuc transl, no call of its own (marks repeat the call); cell count; measured here: cell count, cytotoxicity flag
# MT stabilize HCS Hoechst-high %: recorded beside MT stabilize HCS, whose call it bears; % Hoechst-high responders; measured here: nuclear condensation Hoechst responders;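 share of cells brighter than vehicle mean plus two SD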
# MT stabilize HCS cytotoxicity %: second read-out of MT stabilize HCS, no call of its own (marks repeat the call); toxicity, %; measured here: cytotoxicity by cell density;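 0% = mean cell density of plate MIN control wells and 100% = no cells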
# Autophagy mod cell loss 18 h: recorded beside Autophagy mod, whose call it bears; toxicity, %; measured here: cell loss, nuclei count;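 cell loss after 18 h compound exposure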
# Active calls of the source: *; i = inactive; ? = inconclusive; / = not tested or not shown. Rule as the data show it, unless noted: active = inhibition above about 50%; inactive = the rest.
Structure	bCat nuc transl	bCat nuc transl cell count 5 µM	WT yeast gro inh	WT yeast gro inh mutant strain	MT stabilize HCS	MT stabilize HCS Hoechst-high %	MT stabilize HCS cytotoxicity %	Dynein transport	Dynein transport cytoplasmic EGFP	Dynein transport nuclear GR-EGFP	Dynein transport cell count	Yfh1-depleted yeast	Insulin prom up	Insulin prom up cell count	human PMI inhibitors	Autophagy mod	Autophagy mod cell loss 18 h	human PMI inhibition
Nc1nnnn1CC(=O)N/N=C/c1ccc(-c2cccc(Cl)c2)o1	1.1	1017	-3	4	3.3	3.0	5.1	-0.2	-0.31	0.17	0.36	i	0.08	1147	-5%	i	11	-11%
O=C(Nc1ccccc1)N1CCN(Cc2ccccc2)CC1	-3.3	1204	-15	-1	2.5	2.2	8.2	1.7	0.27	1.6	-1.5	i	-0.27	1010	-9%	i	-11	-6%
NC(=O)c1cccc(N=Cc2cc(Cl)cc(Cl)c2O)c1	0.5	1467	10	13	2.2	2.3	10	0.29	-0.3	0.096	-0.51	i	0.34	1230	55%*	i	29	9%
Cc1ccc(N2CC(O)(c3cccs3)[N+]3=C2CCCC3)cc1 (stereo unspecified)	2.7	1046	-24	-9	2.7	2.9	6.7	0.62	-0.29	0.25	-1.7	i	-1.2	1150	-5%	i	15	-6%
Cc1ccccc1-c1n[nH]c(=S)n1C	2.2	912	-6	4	4.3	2.5	0.1	-1.1	-0.31	-0.54	0.44	i	-0.14	1625	3%	i	12	-6%
COc1cc(NC(=S)NC(=O)c2ccc(C)cc2C)ccc1NC(=O)c1cccs1	0.1	942	4	2	7.8	3.2	5.2	-0.49	-0.21	-0.44	-0.8	?	-1.9	790	11%	i	-23	16%
CC(C)(C)C(=O)NNC(=O)COc1ccc2ccccc2c1Br	-2.0	880	18	16	6.2	3.1	1.6	-0.21	-0.25	-0.1	0.033	i	-0.94	1598	13%	i	2	15%
COc1cccc(C(=O)NNC(=O)C2CC(C)=C(C)CC2C(=O)O)c1 (stereo unspecified)	/	/	25	9	4.0	1.6	6.7	-0.43	-0.21	-0.33	0.13	i	/	/	-2%	i	5	7%
CCOc1ccc(NS(=O)(=O)c2ccc(NS(C)(=O)=O)cc2)cc1	-1.2	1018	-6	-5	2.3	3.3	5.8	-0.35	-0.23	0.22	0.65	i	0.21	1230	14%	i	13	6%
COC(=O)C1CCN(S(=O)(=O)c2cn(C)c(=O)n(C)c2=O)CC1	-2.9	1144	-1	2	2.8	2.4	3.9	-0.3	-0.25	-0.077	0.14	i	1.9	2143	10%	i	16	10%
CC(OC(=O)CN(C)S(=O)(=O)c1ccc(Cl)cc1)C(=O)Nc1ncc(Cl)cc1Cl (stereo unspecified)	3.9	1377	-20	7	2.9	1.5	11	-0.64	-0.3	-0.088	0.74	i	0.1	1573	2%	i	-29	-3%
CN1CCc2nc(SCc3ccc(Cl)cc3)c(C#N)c(-c3cccs3)c2C1	/	/	/	/	3.4	2.3	7.0	2	8.9	3.3	0.29	i	/	/	/	i	19	/

# Carrying on:
Structure	bCat nuc transl	bCat nuc transl cell count 5 µM	WT yeast gro inh	WT yeast gro inh mutant strain	MT stabilize HCS	MT stabilize HCS Hoechst-high %	MT stabilize HCS cytotoxicity %	Dynein transport	Dynein transport cytoplasmic EGFP	Dynein transport nuclear GR-EGFP	Dynein transport cell count	Yfh1-depleted yeast	Insulin prom up	Insulin prom up cell count	human PMI inhibitors	Autophagy mod	Autophagy mod cell loss 18 h	human PMI inhibition
CCN(CCCNC(=O)Cn1cc2c(n1)CCCC2)c1cccc(C)c1	-1.1	1089	5	7	2.3	2.9	7.3	-0.29	-0.22	0.17	0.73	i	-0.34	1749	11%	i	15	11%
CCOc1ccccc1NC(C)C(=O)Nc1cc(C(F)(F)F)ccc1N1CCOCC1 (stereo unspecified)	-1.9	1183	69*	3.9*	3.0	2.2	2.8	2.9	0.0049	1.6	-1.6	i	-0.54	1483	10%	i	1	21%
N#CCCn1c(=S)[nH]c2ccccc21	-0.8	1097	5	-6	3.6	1.1	1.6	0.17	-0.24	0.75	0.61	i	0.87	907	8%	i	-14	16%
COc1ccc(C2=C(Nc3ccccc3)c3ccccc3C2=O)cc1	-0.3	1033	0	10	2.1	4.4	6.7	-0.26	-0.28	0.098	0.68	i	0.98	1488	8%	i	10	14%
CCc1ccc(-n2c(SCc3c(C)noc3C)nnc2-c2ccncc2)cc1	-2.9	1157	-7	-15	1.3	1.8	16	-1.5	-0.095	-0.63	-0.96	i	-0.02	913	3%	i	-2	11%
Cc1cc(C(=O)Nc2ccc(C)c(S(=O)(=O)N3CCOCC3)c2)c(C)o1	-2.7	1158	0	4	2.2	2.0	3.4	0.82	-0.18	0.31	-0.19	i	0.02	1533	6%	i	-2	2%
CCOc1cccc(=O)c2c(C)oc(C)c12	/	/	-2	-28	0.6	0.8	5.4	-0.19	-0.11	0.11	-0.16	i	0.7	732	1%	i	12	3%
COc1ccccc1CN1C(=O)c2ccccc2C1C(=O)NC1CCC(C)CC1 (stereo unspecified)	0.0	1121	9	-10	1.3	0.9	7.2	0.75	-0.23	0.02	-0.42	i	-0.17	1304	11%	i	-9	6%
CCN1CCN(c2nc3ccccc3nc2C(C#N)S(=O)(=O)c2ccc(C)cc2)CC1 (stereo unspecified)	/	/	3	3	3.2	1.8	6.6	0.86	-0.42	0.37	0.15	/	0.4	834	-1%	i	-2	6%
CCCC(=O)n1nc(-c2ccc(OC)cc2)nc1N	/	/	-1	3	2.4	1.7	9.4	-0.73	-0.29	-0.33	0.77	i	0.04	1328	4%	i	-2	8%
O=C1CC(N2CCSCC2)C(=O)N1c1cccc(Cl)c1 (stereo unspecified)	-1.2	1011	0	8	0.7	1.6	1.4	-0.97	2.2	0.5	-0.29	i	-0.96	1338	-7%	i	3	-11%
O=C(CSc1nc2ccc(Nc3nc(N4CCOCC4)nc(N4CCOCC4)n3)cc2s1)N1CCOCC1	/	/	10	-20	2.3	2.7	0.8	-0.049	-0.21	0.016	-0.12	i	-0.6	1184	-2%	i	10	-4%

# (further entries)
Structure	bCat nuc transl	bCat nuc transl cell count 5 µM	WT yeast gro inh	WT yeast gro inh mutant strain	MT stabilize HCS	MT stabilize HCS Hoechst-high %	MT stabilize HCS cytotoxicity %	Dynein transport	Dynein transport cytoplasmic EGFP	Dynein transport nuclear GR-EGFP	Dynein transport cell count	Yfh1-depleted yeast	Insulin prom up	Insulin prom up cell count	human PMI inhibitors	Autophagy mod	Autophagy mod cell loss 18 h	human PMI inhibition
S=C(NCCc1ccccc1)Nc1c(Cl)cccc1Cl	-0.4	1282	/	/	/	/	/	0.52	-0.25	0.85	-0.85	i	-0.3	1044	/	/	/	/
COc1ccc(C(=O)c2cc([N+](=O)[O-])ccc2N2CCOCC2)cc1	57*	272*	3	-12	6.7	59	26	-0.031	-0.18	-0.38	-0.32	i	-2.6	561	-4%	i	48	-8%
COc1ccc(CNC(=O)c2c(C)cc(=O)oc2C)cc1OC	-6.6	1199	-9	2	3.8	4.1	1.6	-0.78	-0.13	-0.22	0.87	i	0.19	1247	9%	i	-2	15%
Cc1c(S(=O)(=O)Nc2cccc(Cl)c2)c(=O)n(C)c(=O)n1C	/	/	3	15	1.7	3.2	7.4	-0.56	-0.24	-0.31	0.21	i	-0.08	865	-1%	i	4	2%
Cc1cc(C)n(CCCNC(=O)c2ccc3c(c2)NC(=O)CS3)n1	/	/	3	-2	2.5	0.9	26	0.6	-0.21	0.33	1	/	0.3	1248	5%	i	-5	10%
Cc1cc(C(=O)CN2C(=O)NC3(CCCc4ccccc43)C2=O)c(C)n1C (stereo unspecified)	-2.9	1100	-3	3	2.1	0.9	5.0	1.7	-0.016	0.98	-1.3	i	/	/	-2%	i	8	0%
CN1CCN(/N=C/c2ccc(N(C)c3ccccc3)cc2)CC1	0.7	1012	-3	13	2.6	0.9	6.1	1.2	-0.16	1.2	-0.67	i	-0.17	1501	3%	i	19	-6%
CCCCOc1cccc(C(=O)NC(=S)Nc2cccnc2)c1	-1.2	1001	18	5	1.8	3.4	7.7	0.66	-0.042	-0.027	-0.47	i	-0.28	1411	10%	i	-6	10%
COc1ccc(O)c(-c2cc(-c3ccccc3[N+](=O)[O-])[nH]n2)c1	-3.1	786	-5	-19	1.6	1.6	1.8	-0.63	0.069	-0.34	0.14	i	-0.63	1376	14%	i	2	26%
COC(=O)[C@H](CC(C)C)NC(=O)Nc1ccc(F)cc1	-0.2	1331	/	/	/	/	/	-0.9	-0.25	-0.39	0.34	i	-0.25	1380	/	/	/	/
Cc1ccc(NC(=O)Cc2nc(CCl)cs2)cc1	/	/	1	9	3.9	3.3	0.5	-0.44	-0.27	-0.55	-0.51	i	0.47	1321	-86%	i	4	-22%
CCN(C(=S)NCc1ccccc1)c1ccccc1	-2.7	1070	16	10	3.0	0.6	3.3	1.2	-0.29	0.91	-0.95	i	-0.35	1194	8%	i	24	-4%
CCOc1cc(-c2noc(-c3ccncc3)n2)cc(Br)c1OC	-9.3	1045	1	-8	2.7	1.5	5.9	-0.16	-0.2	0.48	0.14	i	-0.16	1280	4%	i	-50	2%
COc1ccc(C(=O)CSc2nnc(CNc3ccc(F)cc3)o2)cc1	0.2	1049	-8	0	2.8	1.5	2.4	-0.69	0.11	-0.43	0.74	i	-0.36	1308	9%	i	8	3%

# Compound activity from PubChem BioAssay.

# Compounds as they come; any-hit rate near 5%.
